Compound activity (PubChem BioAssay)
Eya2 inh = blocks the phosphatase activity of human Eya2; O00167; recombinant Eya2, OMFP fluorescence dephosphorylation (OMFP is methylfluorescein phosphate); Potency, µM (top dose mostly 76.9 µM), for inactives: at the top dose activity, negative = inhibition, actives largely listed as inhibitors; hit rate 0.006% among 330,000; further: potency means the concentration at half of the fitted maximal effect; on the % scale 0 is the no-effect control and ±100 the full control effect
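Eya2 (0.2 uM) preincubated 10 min at ambient with compound, then OMFP substrate added at 50 uM; 10 min reaction in 50 mM HEPES pH 7.5, 50 mM NaCl, 5 uM MgCl2, 0.05% BSA, 1 mM DTT. Fluorescence read at Ex 485/Em 525 nm.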
B2AR arrestin = agonists driving beta-arrestin recruitment to human beta2-adrenergic receptor; Potency, µM (titrated, usually from 46.1 µM), inactives show top-dose activation, hits mostly activators; AID 492947; hit rate 0.02% among 330,000; P07550; beta-arrestin recruitment to beta2AR, cell-based reporter;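 further: potency means the concentration at half of the fitted maximal effect; 0% = DMSO controls and full agonism = EC100 isoproterenol or metaproterenol; nearly all actives have a fitted effect of over 65% in size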
TSG101-PTAP inh = blocks PTAP/TSG101 interaction to inhibit HIV-1 budding | Fluorescence polarization, FITC-PTAP peptide / Tsg101 binding | Potency, µM (series often up to 115 µM), for the others: at the highest dose activity change, negative = inhibition, actives largely listed as inhibitors | 340,000 tested, under 10 active | AID 493005; active means well fitted inhibition curve with a large enough effect in the main read-out, with a control signal flat, not every such curve was filed as active; inconclusive means small, poorly fitted or top-dose-only effect, or effect the other way, or a change in a side signal; inactive means no such curve, though single readings can be large or run the other way; further: potency means the concentration at half of the fitted maximal effect; % of control where 0% means no effect
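Compounds were pin-transferred onto Tsg101 binding domain (10 uM final) in HEPES pH 7.5 buffer, then FITC-PTAP peptide was added at 50 nM final. After 20 min at RT, polarization reported peptide displacement across a qHTS concentration series.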
TSHR antagonist = blocks TSH signaling through the human TSH receptor; P16473; TSHR-expressing cells, TSH-stimulated cAMP HTRF, 2 h; active compounds read low; activity change, negative = inhibition, % at 11.5 µM; hit rate 0.2% among 330,000; AID 504810;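 active means activity change below a set negative limit, meaning inhibition stronger than a set level, cut at about -70% in these data; inconclusive means activity change between two set negative limits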; further: on the % scale 0 is the no-effect control and ±100 the full control effect
Target sequence (P16473 whole entry, looked up): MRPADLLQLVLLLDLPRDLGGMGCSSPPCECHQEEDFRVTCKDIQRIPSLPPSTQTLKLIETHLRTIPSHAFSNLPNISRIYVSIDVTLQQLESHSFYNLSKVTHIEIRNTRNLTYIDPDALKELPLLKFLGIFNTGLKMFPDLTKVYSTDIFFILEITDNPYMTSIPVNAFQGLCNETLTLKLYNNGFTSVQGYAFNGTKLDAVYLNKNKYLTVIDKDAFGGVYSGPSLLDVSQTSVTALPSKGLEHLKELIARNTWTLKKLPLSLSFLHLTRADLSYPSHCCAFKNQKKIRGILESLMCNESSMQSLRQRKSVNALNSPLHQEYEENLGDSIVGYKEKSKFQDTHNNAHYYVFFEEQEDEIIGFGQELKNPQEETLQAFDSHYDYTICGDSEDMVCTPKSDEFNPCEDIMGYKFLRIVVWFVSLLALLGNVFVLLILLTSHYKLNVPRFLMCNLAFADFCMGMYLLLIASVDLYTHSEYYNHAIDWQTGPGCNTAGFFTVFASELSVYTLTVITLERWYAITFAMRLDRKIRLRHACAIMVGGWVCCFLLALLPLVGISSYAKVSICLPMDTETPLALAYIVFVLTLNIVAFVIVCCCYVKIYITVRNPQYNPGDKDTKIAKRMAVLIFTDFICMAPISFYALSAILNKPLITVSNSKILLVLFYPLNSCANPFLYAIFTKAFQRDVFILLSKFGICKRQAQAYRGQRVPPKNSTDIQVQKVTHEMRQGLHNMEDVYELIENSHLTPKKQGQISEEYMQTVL
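Freshly harvested TSHR cells receive pin-tooled compound, then EC80 TSH at 4nM final. After 2 hours at 37 deg C, antibody in lysis buffer and cAMP-d2 are added; 30 minutes at ambient temperature precede the HTRF read.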
USP2a inh = USP2a (human) protease inhibition | O75604 | USP2 core, Ub-CHOP2 coupled fluorogenic reporter, 485/531 | Potency, µM (highest dose often 38.3 µM), for inactives: at the top dose activity change, negative = inhibition, most hits filed as inhibitors | hit rate 0.01% among 330,000 | AID 463254;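 further: potency means the concentration at half of the fitted maximal effect; plate controls were DMSO wells for no effect and full inhibition by NEM control for full effect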
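USP2 core (10nM final) preincubated 30min RT with compound in 20mM Tris-HCl pH 8.0, 2mM CaCl2, 2mM beta-mercaptoethanol, 0.05% CHAPS; 25nM Ub-CHOP2 plus 25nM reporter substrate added, fluorescence (Ex485/Em531) read after 60min.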
Tb PFK inh = blocks T. brucei phosphofructokinase. hit rate 0.17% among 330,000. T. brucei PFK, ADP-Glo luminescence. Potency, µM (highest dose often 57.5 µM), inactives show at the highest dose activity, negative = inhibition, most hits filed as inhibitors;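 further: potency means the concentration at half of the fitted maximal effect; 0% = uninhibited 1x PFK enzyme wells and -100% = no-enzyme wells; nearly all actives have a fitted effect of over 60% in size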
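ADP-Glo luminescence quantified ADP after 45 min at room temperature, with 1.25 nM T. brucei PFK, 0.1 mM ATP and 0.5 mM fructose-6-phosphate in pH 8.0 TEA buffer. qHTS titrations up to 57 µM; curves classified by quality.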
uPA generation = cell surface uPA generation inhibition; Potency, µM (titrated, usually from 38.3 µM), without a hit: at the highest dose activity change, negative = inhibition, hits mostly inhibitors; cell surface uPA generation assay, qHTS; hit rate 0.31% among 330,000; AID 540303; active means well fitted inhibition curve with a large enough effect; inconclusive means small, poorly fitted or top-dose-only effect; inactive means no such curve, though single readings can be large or run the other way; tested in mouse RAW 264.7 cells; further: potency means the concentration at half of the fitted maximal effect; on the % scale 0 is the no-effect control and ±100 the full control effect; nearly all actives have a fitted effect of over 55% in size
TCR activator = T cell receptor activation | primary human leukocytes, anti-CD3, IL-2 HTRF, 48 h | AID 504894 | Potency, µM (series often up to 9.22 µM), inactives show top-dose activation of IL-2 secretion, hits mostly activators | 330,000 tested, under 10 active; further: % of control where 0% means no effect
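Activity was scored as IL-2 release from primary human leukocytes given only a TCR signal (a-CD3 beads) plus compound for 48 hr. Detection used a two-antibody HTRF format read at 665nm.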
Mito fusion act = inhibitors of mitochondrial division or activators of mitochondrial fusion; S. cerevisiae fusion-defective mutant growth rescue, CellTiterGlo 48 h; Potency, µM (doses to about 46.1 µM), without a hit: at the top dose growth rescue (activation), usual class: activators; hit rate 0.23% among 320,000; AID 485298;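 further: potency means the concentration at half of the fitted maximal effect; % of control where 0% means no effect; nearly all actives have a fitted effect of over 45% in size; temperature-sensitive fusion mutants such as fzo1-1 at 37 °C on non-fermentable ethanol glycerol medium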
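Yeast fusion mutant, YPEG (non-fermentable carbon), compound, 48 h at 37C non-permissive; CellTiterGlo added, 10 min RT, luminescence read. Rescued growth = division inhibition.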
BCR signal inh = inhibitors of chronic active B-cell receptor signaling; hit rate 0.05% among 340,000; ABC-DLBCL IkBa-CBG/CBR reporter, luminescence ratio, 4 h; Potency, µM (series often up to 46.1 µM), for the others: at the top dose ratio change, negative = lower green/red ratio, actives largely listed as inhibitors; active means well fitted inhibition curve with a large enough effect in the signal ratio, with a control signal flat, not every such curve was filed as active; inconclusive means small, poorly fitted or top-dose-only effect, or effect the other way, or a change in a side signal; the % refers to the signal ratio;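 further: potency means the concentration at half of the fitted maximal effect; plate controls were basal doxycycline-induced cells for no effect and cells given 10 µM MG132 for full effect; MG132 reads +100%, hits lower the ratio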
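TMD8 ABC-DLBCL cells carrying doxycycline-inducible green luciferase fused to IkappaBalpha plus unfused red luciferase were exposed to compounds (up to 46 uM) for 4 hrs at 37C. Activity came from the overlap-corrected green/red luminescence ratio.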
ELG1 DNA repair = ELG1-dependent DNA repair inhibition; HEK293T ELG1-luciferase reporter, luminescence, 16 h; DNA damage induced by 5-fluorouridine; Potency, µM (titrated, usually from 46.1 µM), inactives show at the highest dose activity change, negative = inhibition, most hits filed as inhibitors; hit rate 2.3% among 330,000; further: potency means the concentration at half of the fitted maximal effect; on the % scale 0 is the no-effect control and ±100 the full control effect; nearly all actives have a fitted effect of over 55% in size
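DMSO vehicle served as the neutral condition. Each well held 2,000 cells given 5-fluorouridine plus compound; after 16 hr at 37 °C/5% CO2, ONE-Glo was added and luciferase measured 30 min later.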
Active calls of the source: *; ? = inconclusive; [ ] = remark or other dose. Unless noted, the call rests on the fitted dose curve; in most records, active means well fitted curve in the direction sought with a large enough effect; inconclusive means small, poorly fitted or top-dose-only effect, or another doubt; inactive means no such curve, though single readings can be large; an effect the other way counts as inactive or inconclusive.

SMILES	Eya2 inh	B2AR arrestin	TSG101-PTAP inh	TSHR antagonist	USP2a inh	Tb PFK inh	uPA generation	TCR activator	Mito fusion act	BCR signal inh	ELG1 DNA repair
COc1cccc(N2C(=O)CC(N3CCN(C(=O)c4ccco4)CC3)C2=O)c1 (configuration not stated)	2.1%	0.0%	-9.7%	9.7	4.8%	-2.8%	5.3%	-3.5%	-3.5%	?	0.3%
COC(=O)c1ccc([N+](=O)[O-])cc1N1C(=O)C2C3CCC(C3)C2C1=O (configuration not stated)	-2.2%	-0.2%	-3.3%	-8.2	-1.3%	7.3%	-7.9%	1.8%	8.0%	6.8%	-14.6%
COC(=O)C1Sc2[nH]c(=O)sc2C(c2ccc(Cl)cc2)C1C(=O)OC (configuration not stated)	-5.7%	-0.3%	-13.2%	-2.4	?	-7.6%	-13.5%	-6.7%	1.5%	?	-20.3%
S=c1[nH]cnc2scc(-c3ccc(Cl)cc3)c12	0.1%	-0.5%	-0.6%	1.1	0.6%	-2.5%	-1.6%	-1.2%	21.6%	-14.0%	16.4µM*
CNc1nc2cc([N+](=O)[O-])c([N+](=O)[O-])cc2nc1NC	-1.1%	-1.5%	0.0%	-37.0	-4.3%	2.2%	-14.5%	2.4%[46.1 µM]	9.6%	24.5%	?

Some of these compounds in order of SMILES length, ascending:
SMILES	Eya2 inh	B2AR arrestin	TSG101-PTAP inh	TSHR antagonist	USP2a inh	Tb PFK inh	uPA generation	TCR activator	Mito fusion act	BCR signal inh	ELG1 DNA repair
S=c1[nH]cnc2scc(-c3ccc(Cl)cc3)c12	0.1%	-0.5%	-0.6%	1.1	0.6%	-2.5%	-1.6%	-1.2%	21.6%	-14.0%	16.4µM*
CNc1nc2cc([N+](=O)[O-])c([N+](=O)[O-])cc2nc1NC	-1.1%	-1.5%	0.0%	-37.0	-4.3%	2.2%	-14.5%	2.4%[46.1 µM]	9.6%	24.5%	?
COC(=O)C1Sc2[nH]c(=O)sc2C(c2ccc(Cl)cc2)C1C(=O)OC (configuration not stated)	-5.7%	-0.3%	-13.2%	-2.4	?	-7.6%	-13.5%	-6.7%	1.5%	?	-20.3%
COc1cccc(N2C(=O)CC(N3CCN(C(=O)c4ccco4)CC3)C2=O)c1 (configuration not stated)	2.1%	0.0%	-9.7%	9.7	4.8%	-2.8%	5.3%	-3.5%	-3.5%	?	0.3%
COC(=O)c1ccc([N+](=O)[O-])cc1N1C(=O)C2C3CCC(C3)C2C1=O (configuration not stated)	-2.2%	-0.2%	-3.3%	-8.2	-1.3%	7.3%	-7.9%	1.8%	8.0%	6.8%	-14.6%

Rows are unselected, and some 3% of all compounds hit somewhere here.
